CHT PAM: allosterically activates the human high affinity choline transporter; Q9GZV3; CHT-expressing cells, membrane potential dye, choline EC20; hits give high values; LV-AA mutant CHT in HEK293 cells; B-score at 10 µM; 0.49% of 310,000 active;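 active = initial fluorescence not abnormally high and integrated response B-score, plate-corrected, over 3 SD above library mean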
Target sequence (Q9GZV3 whole entry, looked up): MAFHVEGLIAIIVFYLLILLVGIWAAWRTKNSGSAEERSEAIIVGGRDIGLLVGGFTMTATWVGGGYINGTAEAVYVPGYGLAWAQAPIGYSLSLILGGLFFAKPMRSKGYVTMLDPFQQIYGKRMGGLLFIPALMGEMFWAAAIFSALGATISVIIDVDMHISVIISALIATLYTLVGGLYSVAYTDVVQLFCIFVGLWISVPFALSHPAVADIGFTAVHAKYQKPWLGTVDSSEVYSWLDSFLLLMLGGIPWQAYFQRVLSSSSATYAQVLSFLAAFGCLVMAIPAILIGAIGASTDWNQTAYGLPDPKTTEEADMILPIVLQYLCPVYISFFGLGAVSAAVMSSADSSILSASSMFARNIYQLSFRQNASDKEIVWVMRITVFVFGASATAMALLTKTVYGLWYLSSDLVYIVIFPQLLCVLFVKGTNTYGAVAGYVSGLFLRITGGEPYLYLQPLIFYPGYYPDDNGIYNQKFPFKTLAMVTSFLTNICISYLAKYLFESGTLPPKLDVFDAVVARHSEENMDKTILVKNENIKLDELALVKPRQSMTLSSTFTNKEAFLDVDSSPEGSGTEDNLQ
OX1R antag: human HCRTR1 antagonism | 0.43% of 330,000 active | O43613 | inhibition, % at 5 µM | CHO/OX1R cells, Fluo-8 calcium fluorescence, orexin A;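 active = inhibition above its plate's threshold, mean inhibition of all tested compounds on the plate plus 3 SD, cut at about 37% in these data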;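 note: 0% = orexin A challenge wells and 100% = SB-334867-A antagonist wells; not every result past the cut was called active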
Target sequence (O43613 whole entry, looked up): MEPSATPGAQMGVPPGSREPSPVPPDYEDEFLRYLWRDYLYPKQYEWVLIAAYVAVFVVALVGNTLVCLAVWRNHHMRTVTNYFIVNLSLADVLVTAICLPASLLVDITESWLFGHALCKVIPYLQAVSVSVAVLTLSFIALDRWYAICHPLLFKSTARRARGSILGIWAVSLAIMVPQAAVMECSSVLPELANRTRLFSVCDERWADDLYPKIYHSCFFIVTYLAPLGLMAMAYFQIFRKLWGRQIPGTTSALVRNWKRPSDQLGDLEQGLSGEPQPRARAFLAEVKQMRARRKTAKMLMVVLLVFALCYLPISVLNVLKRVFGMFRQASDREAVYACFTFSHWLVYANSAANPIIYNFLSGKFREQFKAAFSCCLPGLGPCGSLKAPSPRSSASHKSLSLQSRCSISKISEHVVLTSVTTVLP
* marks the source's active call; other numbers are inactive results; i = inactive; x = no result given.

Second line of a record – CHT PAM, OX1R antag
- COc1ccc(S(=O)(=O)N(C)CC(=O)Nc2cccc(C(C)=O)c2)cc1Cl
 : i, -13.2
- O=C(Nc1ccc2oc(-c3ccccc3F)nc2c1)c1ccc([N+](=O)[O-])o1
 : i, x
- CC(C)(C)N1CC23CCC(C[C@@H]2C1=O)O3 (some centres not stated)
 : i, 3.4
- COc1ccc(C(=O)CSc2nccn2C)cc1
 : i, -21.6
- N#Cc1c2c(c[nH]c1=O)CCN2Cc1ccccc1
 : i, 6.3
- O=S(=O)(NCCc1ccc(F)cc1)c1ccc(F)cc1Br
 : x, -16.0
- Cc1nc2ccccc2nc1CN1CCN(Cc2ccc(F)c(F)c2)C(CCO)C1 (configuration not stated)
 : i, -21.2
- O=C(N/N=C/c1ccc(Cl)cc1)c1nc2ccc([N+](=O)[O-])cc2c(=O)[nH]1
 : i, 1.9
- Cc1ccsc1CNC1CCCCC1
 : i, -2.3
- Cc1cccc(NS(=O)(=O)c2cccc(C(=O)NCCCN3CCOCC3)c2)c1
 : i, -2.8
- CCCn1c(=NC(=O)c2ccco2)c(C(=O)OCC)cc2c(=O)n3ccccc3nc21
 : i, -29.8
- Cc1cc(NC(=O)NCC(F)(F)F)no1
 : i, -5.3
- CCOc1ccc(C(=O)N2CCN(CC(=O)N3CCCC3)CC2)cc1OCC
 : x, -2.2
- CC(=O)c1cccc(N(CC(=O)Nc2ccccc2F)S(C)(=O)=O)c1
 : i, -10.6
- CCc1c(C)sc(NC(=O)c2cccs2)c1C(=O)OC(C)C
 : i, -23.4
- CC1CCN(C(=O)c2ccc3c(c2)NC(=O)/C(=C/c2ccccc2)S3)CC1
 : i, -38.5
- COCCCNC(=O)C1CCN(C(=O)c2cc3sccc3n2Cc2ccc(F)cc2)CC1
 : i, -5.5
- O=C(COC(=O)c1c(F)cccc1F)Nc1ccc(N2CCCCC2)cc1
 : x, 9.7
- CCCCN1CC(=O)N2[C@H](c3ccc(Cl)cc3)[C@@H]3C(=O)N(CC)C(=O)[C@@H]3[C@]2(Cc2ccccc2)C1=O
 : i, -13.7
- Cc1csc(SCC(=O)Nc2cc(S(=O)(=O)N3CCOCC3)ccc2N2CCOCC2)n1
 : i, -20.4
- CC(C)CC(=O)Nc1nnc(CSCc2ccc(F)cc2)s1
 : i, -11.6
- Cc1ccc(S(=O)(=O)Nc2ccc3c(c2)C(=O)N([C@H](C)CO)C[C@H](C)[C@@H](CN(C)Cc2ccccc2)O3)cc1
 : x, -12.8
- Cc1cccc(NC(=O)Nc2ccc(S(N)(=O)=O)cc2)c1
 : i, 0.1
- CCNC(=O)C1CC(=O)N(c2ccc(Br)cc2)C1 (configuration not stated)
 : i, -3.6
- CCCCNC(=O)C(=O)N/N=C/c1ccc(C(=O)OC)cc1
 : i, -7.4
- Cc1cc2ccccc2n1CCNC(=O)C(C)C
 : i, -23.7
- O=C(NCc1ccccc1)C1=C[C@@H](c2ccc(Br)cc2)C[C@@H](OCc2ccc(CO)cc2)O1
 : i, -11.2
- COc1ccc(CCNC(=O)c2c(N)no[n+]2[O-])cc1OC
 : i, -11.9
- Cc1ccc(C(C)C)c(OCCNC(=O)c2ccccc2O)c1
 : i, -23.5
- Cc1cc(=O)n2[nH]c(SCc3ccc(Cl)cc3)nc2n1
 : i, -15.7
- O=C(Nc1ccccn1)Nc1ccccc1Cl
 : i, -26.3
- COc1ccccc1-n1c(C)nc2cc(C(=O)NCc3ccc4c(c3)OCO4)ccc21
 : i, -24.2
- Nc1cc(=O)[nH]c(SCC(=O)NC2CCCCCCC2)n1
 : x, -5.5
- COc1ccc(S(=O)(=O)NNC(=O)C2CC(c3cccnc3)=NO2)cc1 (configuration not stated)
 : i, -17.1
- CCCCCCCCn1cnc2c(N)c(C)c(C)cc21
 : i, -20.6
- COc1ccc(NCC(=O)N/N=C2\CCc3ccccc32)cc1
 : i, -21.0
- O=C(CCCn1c(=S)[nH]c2ccccc2c1=O)NC1CCCCC1
 : i, -12.9
- Cc1ccc(C(=O)N[C@H](C(=O)Nc2cc(Cl)cc(Cl)c2)C(C)C)cc1
 : i, 4.9
- Cc1c(C(=O)NN)nn(-c2ccc(Cl)cc2)c(=O)c1C#N
 : i, -4.4
- CC(OC(=O)CNC(=O)c1ccc(Cl)c([N+](=O)[O-])c1)C(=O)NCc1ccco1 (configuration not stated)
 : i, -14.2
- COCCNC(=O)c1cc(-c2cccc(OC)c2)on1
 : i, 3.0
- COc1ccc(-n2c(=S)[nH]c3ccccc3c2=S)cc1
 : i, -14.1
- CCOC(=O)c1ccc(NC(=O)CCC(=O)OC)cc1
 : i, -3.6
- Cc1nn(CCCC(=O)NCc2ccccc2)c(=O)c2nccn12
 : i, -18.0
- Cc1ccccc1NC(=O)/C(=C\c1cccs1)NC(=O)c1ccco1
 : i, -6.5
- CCSc1cc(C)nc2c(-c3ccc(Cl)cc3)c(C)nn12
 : i, -8.3
- NC(=NC(=O)c1ccc(Cl)cc1)N1N=CCC1c1ccccc1 (configuration not stated)
 : i, -19.8
- COc1ccc(-c2nc3n(n2)C(c2ccncc2)C(C(N)=O)=C(C)N3)cc1 (configuration not stated)
 : i, -7.2
- O=C(COC(=O)/C=C/c1cnc2ccccc2n1)NCC(F)(F)F
 : i, -14.3
- CCC1CCCCN1CCCNC(=O)c1ccc(/C=C2/Sc3ccccc3NC2=O)cc1 (configuration not stated)
 : i, -10.1

(next part)
Second line of a record – CHT PAM, OX1R antag
- CCOC(=O)c1sc(C)c2c(=O)n(CCc3ccccc3)nnc12
 : i, -26.2
- CC1=NN(C(=O)c2cccnc2)C(O)(C(F)(F)F)C1 (configuration not stated)
 : i, -0.6
- COc1cc(NS(=O)(=O)c2ccc(C)cc2)c2ncccc2c1
 : i, 7.5
- Cc1nc(-c2ccc(S(=O)(=O)Nc3ccc(Br)cc3F)cc2)co1
 : i, -4.9
- O=C(Nc1ccc(S(=O)(=O)N2CCCCC2)cc1)c1ccc(=O)[nH]c1
 : x, 7.4
- CCCCn1c(CN2CCN(C(=O)OCC)CC2)nc2c1c(=O)[nH]c(=O)n2C
 : i, -13.2
- COCCn1c(-c2ccc(-c3ccc([N+](=O)[O-])cc3Br)o2)nc2c1c(=O)[nH]c(=O)n2CC(C)C
 : i, -21.5
- COc1cc(/C=C2/SC(=S)N(Cc3ccccc3)C2=O)cc(Cl)c1O
 : i, 95.5*
- COC(=O)c1[nH]c2ccccc2c1NC(=O)CN1CCN(C/C=C/c2ccccc2)CC1
 : i, -37.9
- CCS(=O)(=O)N1CCN(CC(=O)NC2CCCCC2)CC1
 : i, -17.3
- Cc1cc(Cl)ccc1NC(=O)CN1C(=O)CSc2ccc(S(=O)(=O)N3CCOCC3)cc21
 : i, -21.0
- COc1ccc(-c2sc3ccc(-c4ccc5c(c4)OCO5)cc3c2-c2ccc(OC)nc2)cc1
 : x, -4.9
- O=C1CCC(C(=O)N2CCCCO2)CN1Cc1cccc(C(F)(F)F)c1 (configuration not stated)
 : i, x
- CC(C)C(O)C1CCN(Cc2nc(Cc3ccccc3Cl)no2)CC1 (configuration not stated)
 : i, 11.5
- COc1ccc(C)cc1S(=O)(=O)NC(C)c1cnn(-c2ccccn2)c1C (configuration not stated)
 : i, 1.4
- CCOC(=O)c1c(NC(C)=O)sc2c1CCC(C=O)=C2Sc1ccccc1
 : i, 3.8
- CSc1cccc(NC(=S)N2CCCN(Cc3ccc(F)cc3)C2)c1
 : i, -11.6
- O=C(CN1CCN(S(=O)(=O)c2cccc(Cl)c2)CC1)N1CCCCC1
 : x, 7.8
- COc1cc2c(C#CCCCO)c(-c3ccc(C#N)cc3)oc(=O)c2cc1OC
 : x, -5.8
- Cc1cc(C(=O)CSc2nnc(-c3ccc(F)cc3)o2)c(C)n1CC1COc2ccccc2O1 (configuration not stated)
 : i, -8.1

Gathered by group, the compounds so far containing a cyano group.
Second line of a record – CHT PAM, OX1R antag
- N#Cc1c2c(c[nH]c1=O)CCN2Cc1ccccc1
 : i, 6.3
- Cc1c(C(=O)NN)nn(-c2ccc(Cl)cc2)c(=O)c1C#N
 : i, -4.4
- COc1cc2c(C#CCCCO)c(-c3ccc(C#N)cc3)oc(=O)c2cc1OC
 : x, -5.8

(continued)
Second line of a record – CHT PAM, OX1R antag
- CCOC(=O)CN(C(=O)Cn1nnc2ccccc21)C(C(=O)NCCOC)c1ccccc1C (configuration not stated)
 : i, -11.3
- O=C(C1CCC1)N1CCC(c2nc3c(nnn3Cc3c(F)cccc3Cl)c(=O)[nH]2)CC1
 : i, -31.8
- CC1(c2ccccc2)CC(c2ccccc2)=Nc2nonc2N1 (configuration not stated)
 : i, -0.4
- Cc1ccc(Cn2cnc3c(cnn3-c3ccc(F)cc3)c2=O)cc1
 : i, -10.2
- CCN(CCCNC(=O)C1CCN(S(=O)(=O)N2CCC3(CC2)OCCO3)CC1)c1ccccc1
 : i, -10.2
- COc1cc(C(=O)NCCOc2ccccc2)cc(OC)c1OC
 : i, 0.2
- Cc1cc(C)nc(N2CCC(C(=O)Nc3ccc4c(c3)OCO4)CC2)n1
 : i, -20.9
- COC(=O)C1=C(C)N(CCCC(=O)O)C(=O)NC1c1ccc(Cl)cc1 (configuration not stated)
 : i, 2.8
- CCOc1ccccc1NC(=O)N1CCCN(c2ncccc2C#N)CC1
 : i, -0.5
- Cc1cccc(C)c1NC(=O)CSc1nc(COc2ccccc2)nc2ccccc12
 : i, -30.0
- COCC(=O)N1CCN(c2cccc(C(F)(F)F)c2)CC1
 : i, 3.0
- COc1ccc(Cl)cc1NC(=O)C/C(C)=N/NC(=O)c1ccccc1Cl
 : i, -28.8
- COC(=O)C1=C(N)c2c(F)cccc2C1(C#N)c1ccccc1 (configuration not stated)
 : i, -10.2
- C=CCN1C(=O)/C(=C/C(=O)OC)S/C1=N\NC(=O)c1ccccc1
 : i, -6.4
- CC(=O)c1cc(CN2C(=O)CCC2=O)cs1
 : i, -10.5
- O=C(CNC(=O)c1ccccc1Cl)c1ccccc1
 : i, -8.5
- O=C(c1cnn2ccccc12)N1CCN(C2CCCCC2)CC1
 : i, -4.1
- CSc1nc(=NC(C)=O)ss1
 : i, 4.3
- CNC(=O)CSc1nc(N)c2c3c(sc2n1)CCC3
 : i, 4.4
- O=C(COC(=O)c1ccc(Br)o1)Nc1nc2ccccc2s1
 : i, -5.1

Taken from above.
Cc1ccc(C(C)C)c(OCCNC(=O)c2ccccc2O)c1 – OX1R antag: -23.5
Cc1ccc(C(=O)N[C@H](C(=O)Nc2cc(Cl)cc(Cl)c2)C(C)C)cc1 – OX1R antag: 4.9

The results go on.
Second line of a record – CHT PAM, OX1R antag
- Cc1ccc(C)c(S(=O)(=O)N2CCN(C(=O)Cn3c(=O)cnc4ccccc43)CC2)c1
 : i, -17.2
- O=C(Nc1ccc(N2CCCC2)c(Cl)c1)c1ccccc1[N+](=O)[O-]
 : i, -27.6
- O=C(/C=C/c1ccc(Cl)cc1Cl)NCc1ccco1
 : i, -21.6
- O=C(CS(=O)(=O)c1ccccc1)Nc1cccnc1
 : i, -3.1
- COc1cccc(C(=O)N=c2sc3cc(S(C)(=O)=O)ccc3n2C)c1
 : i, 30.3
- CSc1ccc(/C=C(\NC(=O)c2ccco2)C(=O)N2CCCCC2)cc1
 : i, x
- Nc1ccccc1C(=O)Nc1cccc(C(=O)O)c1
 : i, -3.4
- COc1ccc(S(=O)(=O)N(CC(=O)NN=C2CCN(C)CC2)c2cc(Cl)ccc2OC)cc1OC
 : i, -22.1
- N#CC(=C=[N-])/C=C(\C(=O)c1ccccc1)[n+]1ccccc1
 : i, -9.6
- COc1ccccc1-n1c(SCC(=O)O)nc2c(sc(=S)n2-c2ccc(Cl)c(C)c2)c1=O
 : i, -6.5
- CCCCn1c(N)c(N(CC(C)C)C(=O)c2c(-c3ccccc3)noc2C)c(=O)[nH]c1=O
 : x, -17.3
- O=C(NCc1ccccc1)c1cccnc1Sc1ccccc1
 : i, -19.2
- COc1cc2c(cc1OC)CN(C(=O)c1cc(C3CC3)nn1-c1ccccc1)CC2
 : x, 4.7
- Cc1noc(C)c1COc1cccc(C(=O)OC(C)C(=O)Nc2ccc3c(c2)OCO3)c1 (configuration not stated)
 : i, -16.4
- Cc1nc(NC(=O)CSc2nc3cccnc3n2Cc2ccccc2)sc1C
 : i, -12.1
- O=C1CCC([N+](=O)[O-])C(c2ccc(Cl)cc2Cl)N1 (configuration not stated)
 : i, -16.5
- COc1ccc(C2=NOC(Cn3nc(-c4ccccc4C)cc3C(=O)O)C2)cc1 (configuration not stated)
 : x, -6.8
- COc1ccc(S(=O)(=O)CC(=O)c2cc3cccc(C)c3oc2=O)cc1
 : i, -24.8
- COc1ccccc1CNC(=O)CN1CCC(NC(=O)c2ccccc2F)CC1
 : i, -17.1
- CCCCCOC(=O)C1=C(C)Nc2nnnn2C1c1ccc(OC)c(OC)c1OC (configuration not stated)
 : i, -18.2
- COc1ccc(C(=O)OCC(=O)NCc2ccc3c(c2)OCO3)cc1[N+](=O)[O-]
 : i, -0.6
- Cc1cc(OCc2cc(C(=O)N(C)C3CCOCC3)no2)cc(C)c1Cl
 : i, -5.4
- Cc1ccc(C)c(N2N=C(C(=O)Nc3ccccc3N3CCOCC3)CCC2=O)c1
 : x, -35.1
- CCC(=O)N1CCN(c2ccc(Cl)cc2NC(=O)Cc2ccccc2)CC1
 : i, -18.7
- Fc1cccc(CCN2CCNC[C@@H]2c2ccccc2)c1
 : x, -0.3
- Fc1cccc(CSc2ccc(-c3ccco3)nn2)c1
 : i, -27.7
- O=C(NCc1ccco1)C1CCCN1C(=O)Nc1ccccc1 (configuration not stated)
 : i, -2.9
- O=C(N/N=C/c1ccc2nccnc2c1)c1cccc([N+](=O)[O-])c1
 : i, -3.1
- COc1ccc(C(=O)OCC(=O)NCCc2ccc(F)cc2)cc1S(=O)(=O)N1CCOCC1
 : x, -16.1
- COc1ccc(-n2c(SCC(=O)Nc3ccc(NC(C)=O)cc3)nc3ccccc3c2=O)cc1
 : i, -13.9
- Cc1ccc(Sc2ncccc2C(=O)O)c(C)c1
 : i, -23.9
- CCOC(=O)c1[nH]c2ccccc2c1NC(=O)COC
 : i, -10.8
